MsrA act: activates bovine MsrA enzyme; purified bovine MsrA, absorbance read-out; activation, % at 10.6 µM; actives 0.3% (n = 360,000); AID 602163; in the data active = activation above about 7.5%;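 note: 0% = vehicle and 100% = reference activator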
SKN-1 inh: inhibitors of C. elegans SKN-1; C. elegans VP596 Pgst-4::GFP/RFP ratio, acrylamide-induced, 24 h; inhibition, % at 21.8 µM; actives 0.49% (n = 360,000);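 active = interference check ratio from 0.5 to 1.5 plus GFP to RFP signal ratio inhibition reaching or exceeding a fixed threshold, cut at about 30% in these data, passing the limit was not always enough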; note: some compounds called inactive have numbers as strong as hits
eLon inh: E. coli protease La inhibition | P0A9M0 | purified E. coli Lon protease, fluorescence polarization | inhibition, % at 7.94 µM | actives 0.42% (n = 360,000); in the data active = inhibition above about 13%, passing the limit was not always enough;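 note: 0% = enzyme with probe and DMSO and 100% = no enzyme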
Rin1-Abl PPI inh: blocks binding of human Rin1 to Abl; P00519+Q13671; TR-FRET Rin1/Abl binding, biochemical; inhibition, % at 7.35 µM; actives 0.4% (n = 360,000); AID 588664; in the data active = inhibition above about 5%, passing the limit was not always enough
Neddylation inh: cullin neddylation inhibition | P61081+Q13564 | TR-FRET cullin neddylation, biochemical | calls only at 25 µM | actives 0.58% (n = 360,000) | AID 651699; in the data active = inhibition above about 36%
Target sequence (P61081 whole entry, looked up): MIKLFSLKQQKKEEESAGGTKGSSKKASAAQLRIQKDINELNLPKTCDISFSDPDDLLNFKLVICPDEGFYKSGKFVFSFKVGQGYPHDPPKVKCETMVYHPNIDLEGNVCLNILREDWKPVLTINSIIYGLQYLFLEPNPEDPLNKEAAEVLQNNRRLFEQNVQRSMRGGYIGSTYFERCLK
Target sequence (Q13564 whole entry, looked up): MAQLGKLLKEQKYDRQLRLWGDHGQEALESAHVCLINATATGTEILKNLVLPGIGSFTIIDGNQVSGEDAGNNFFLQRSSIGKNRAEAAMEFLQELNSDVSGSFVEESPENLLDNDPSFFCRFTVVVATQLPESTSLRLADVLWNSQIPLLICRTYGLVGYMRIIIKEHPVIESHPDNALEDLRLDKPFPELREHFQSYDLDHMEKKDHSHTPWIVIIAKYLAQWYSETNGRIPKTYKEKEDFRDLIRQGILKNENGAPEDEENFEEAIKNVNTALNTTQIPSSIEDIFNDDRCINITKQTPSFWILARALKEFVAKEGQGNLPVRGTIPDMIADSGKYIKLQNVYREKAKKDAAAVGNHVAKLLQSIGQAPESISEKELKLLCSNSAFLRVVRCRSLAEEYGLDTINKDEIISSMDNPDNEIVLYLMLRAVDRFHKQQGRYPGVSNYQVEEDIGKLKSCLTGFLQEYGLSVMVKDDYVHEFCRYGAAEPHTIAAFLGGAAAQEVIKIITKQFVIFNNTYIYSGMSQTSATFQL
CendR NRP1 mod: modulators of CendR peptide binding to human neuropilin-1 | actives 0.85% (n = 360,000) | FAM-RPARPAR peptide binding to NRP-1, fluorescence polarization | inhibition, % at 25 µM | AID 602438;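 active = inhibition or corrected inhibition above about 18%, plus a signal ratio from 0.5 to 1.5, limit read from the data, passing the limit was not always enough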; note: strong numbers were not always called active
FAS TE block: inhibitors of human fatty acid synthase thioesterase domain; recombinant FAS-TE, OMFH fluorogenic substrate, fluorescence endpoint; inhibition, % at 15 µM; actives 0.67% (n = 360,000); P49327;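 active = compounds whose normalised, plate-corrected inhibition of enzyme fluorescence in the single-dose primary screen is 50% or more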;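 note: 0% = DMSO with enzyme and 100% = substrate without enzyme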
MT1-MMP act inh: MT1-MMP (human) activation inhibition | HT1080 RFP-PRO-GFP cells, GFP/RFP ratio fluorescence, overnight; percent of plate control window, DMSO zero | GFP/RFP ratio change, % at 20 µM | actives 0.061% (n = 360,000) | AID 651647;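 active = GFP/RFP ratio change of at least 30% with cell ATP level not reduced by more than half and red fluorescence within 50% of control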; note: strong numbers were not always called active
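Read-out: GFP/RFP fluorescence ratio; Test system: RFP-PRO-GFP reporter HT1080 cells; Compound dosing: single-point 20 µM compound, 1% DMSO; Times: overnight compound exposure at 37 °C.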
PABP1 MLLE inh: blocks PAM2 peptide binding to the PABP1 MLLE domain | GST-MLLE / FITC-PAM2 fluorescence polarization | inhibition, % at 20 µM | actives 0.36% (n = 360,000) | AID 588489; in the data active = inhibition above about 35%, passing the limit was not always enough;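 note: plate controls were DMSO wells with GST-MLLE for no effect and wells lacking GST-MLLE protein for full effect; some results filed as inactive read as strong as hits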
* hit, by the source's call; i = inactive; / = no result given.

Results follow in this order: MsrA act	SKN-1 inh	eLon inh	Rin1-Abl PPI inh	Neddylation inh	CendR NRP1 mod	FAS TE block	MT1-MMP act inh	PABP1 MLLE inh
COC(=O)[C@H]1C[C@@H](c2ccccc2)[C@H](C)C1(C)C
  3	4	-1	2	i	8	6	-4	-1
CCCC(C)C(=O)Nc1cc(S(=O)(=O)N2CCCCC2)ccc1N1CCOCC1 (configuration not stated)
  -5	-14	-2	2	i	-3	0	2	-14
CCN1CCN(Cc2cccc(Oc3ccc(Cl)cc3)c2)CC1
  -11	17	5	1	i	1	-5	-1	-3
CC(=O)c1cccc(N(CC(=O)NC2CCCC2)C(=O)CNC(=O)c2cccs2)c1
  -4	11	14	2	i	4	-4	3	-8
N#Cc1c(SCC(=O)Nc2nccs2)nc2c(c1-c1ccco1)CCCC2
  -2	15	-1	1	i	-25	-12	1	-30
CCC(=O)Nc1ccc(-c2csc(C)n2)cc1
  -8	2	-11	4	i	-4	-10	4	1
[O-]/[N+](=C\c1ccccc1)c1ccccc1
  -1	27	10	1	i	12	-12	4	5
COc1ccc(-c2c(C(=O)c3ccccc3)[nH]c(N)c2C(=O)NC2CC2)cc1OC
  -13	10	-5	/	i	-10	-5	7	/
O=c1cc(CSc2nnnn2-c2ccccc2)[nH]c2[nH]n(-c3ccccc3)c(=O)c12
  -6	-11	-3	-1	i	-8	0	5	-96
COc1ccc(N(CC(=O)NCC2CCCO2)C(=O)CCC(=O)Nc2nccs2)cc1 (configuration not stated)
  -11	-5	7	3	i	-8	-7	4	-5
O=C(Nc1ccncc1)c1cc(-c2ccccn2)nc2ccccc12
  -2	-2	-3	-3	i	-4	-2	-7	0
Cc1cccc(NC(=O)c2ccc(S(=O)(=O)N3CCOCC3)cc2)n1
  -4	-8	15	-2	i	-19	-11	3	3
CCOc1ccc(OCC(=O)Nc2ccc(OC)cc2)cc1
  -10	-8	-10	-2	i	-5	-4	-4	8
CCOC(=O)C[N+](CC)(CC)CC#Cc1ccccc1
  -4	15	-11	3	i	-1	-5	-5	4
O=C(c1ccco1)N1CCN(C(c2ccccc2Cl)c2nnnn2CC2CCCO2)CC1 (configuration not stated)
  -6	-4	-4	-1	i	0	0	-6	-6
CCN(CC)S(=O)(=O)c1ccc2c(c1)nc(CCC(=O)Nc1ccc3c(c1)OCO3)n2C
  -2	-4	6	2	i	1	-2	-6	-19
CCCC[C@@H]1Cc2[nH][nH]c(=O)c2[C@H](c2cccc3ccccc23)O1
  -2	-3	-4	/	i	3	-44	1	/
CC(=O)Nc1ccc(NC(=O)C2CC(=O)N(Cc3ccccc3)C2)cc1 (configuration not stated)
  -8	-12	12	3	i	11	-1	3	9
CCN(CCn1cccn1)C(=O)CC1C(=O)NCCN1CC1CCCCC1 (configuration not stated)
  -1	11	7	-1	i	14	-2	-2	19
O=S(=O)(Nc1ccccc1)c1cccc2nonc12
  -3	0	-7	-1	i	9	-6	-1	-13
CCN(CC)S(=O)(=O)c1ccc(OC)c(NS(=O)(=O)c2cccc(C(=O)O)c2)c1
  -1	1	-2	1	i	6	1	-3	9
COc1ccc(CNC(=O)CN(Cc2ccc(Cl)cc2)C(=O)c2csnn2)cc1
  -2	5	-3	-1	i	-1	6	-1	36*
CC(C)(C)N=C1NC(=NC(C)(C)C)c2ccccc21
  -9	-2	-4	-1	i	6	-5	9	15
O=C(NCc1ccccc1Cl)C1CCC(CNc2c(N3CCCCC3)c(=O)c2=O)CC1 (configuration not stated)
  -13	-14	-4	3	i	-5	-3	4	10
CCc1nc2c(OCCOc3ccc(F)cc3)cccn2c1N(C)C(=O)c1ccc(OC)cc1
  -6	14	8	3	i	-36	-2	-5	6
COc1cc(/C=C/C(=O)OCC(=O)NCC(=O)Nc2cccc(C)c2C)ccc1OC(F)F
  -2	26	12	-1	i	-2	-3	-1	-9
O=C1OC(c2ccc(Cl)cc2)/C(=C(/O)c2ccccc2)C1=O (configuration not stated)
  0	16	-8	3	i	2	0	-2	-3
CCOC(=O)c1cccnc1SCC(=O)N(C)c1ccccc1
  1	12	-5	0	i	3	-8	-4	1
COc1ccc(CNC(=O)CNC(=O)N2CC(=O)Nc3ccccc32)cc1
  -2	-6	8	3	i	6	-6	2	-4
CCOC(=O)Nc1nc(-c2ccc(Cl)cc2Cl)cs1
  -2	57*	0	1	i	-6	15	-1	15
CCNC(=O)c1ccc(C2SCC(=O)N2Cc2ccco2)cc1 (configuration not stated)
  0	3	3	-4	i	8	-2	-2	29
CC(C)c1ccc(C(C(=O)NC2CCCC2)N(C(=O)CNC(=O)c2ccco2)c2cccnc2)cc1 (configuration not stated)
  -4	-5	-8	0	i	1	-1	-1	10
COc1ccc(N=C2S/C(=C\c3cc(C)n(C)c3C)C(=O)N2C)cc1
  -1	6	-7	-2	i	23	13	-4	-12
CCOc1ccc(CN(CC)C(=O)c2ccc3c(c2)[nH]c(=O)c(=O)n3CC)cc1OC
  4	13	2	0	i	-7	4	11	-9
CCCn1c(SCC(=O)N2CCN(C(=O)c3ccco3)CC2)nc2ccccc2c1=O
  -14	11	-7	1	i	6	1	/	-6
Cc1cc(Nc2c(C)cccc2C)n2nc(C)nc2n1
  0	13	0	0	i	6	-7	3	-10
CS(=O)(=O)N1CCN(CC2CC3C=CC2C3)CC1 (configuration not stated)
  -11	3	-5	-3	i	15	-10	-3	-1
CN(C)CCSc1nc(O)c(-c2ccccc2)c(=O)n1-c1ccccc1
  -12	-16	15	0	i	1	-5	3	15
CC(=O)/C(N=Nc1c(C)n(C)n(-c2ccccc2)c1=O)=C(\C)O
  -3	1	0	-5	i	11	-3	1	3
O=C(N/C(=C/c1ccc2c(c1)OCO2)C(=O)N1CCOCC1)c1cccs1
  -1	19	1	-3	i	-7	-7	-1	3
CCOC(=O)C1CCN(Cc2cccc(OC)c2)CC1
  -9	-3	-4	-2	i	-1	-10	-4	0
Cc1csc(SCC(=O)NC(=O)C2CCCCC2)n1
  -3	-5	-7	-4	i	7	-8	-3	2
O=C(CCCn1nnnc1CN1CCOCC1)N1CCC(c2ccccc2Cl)C1 (configuration not stated)
  -2	22	-5	2	i	5	-7	-1	-11
CCOc1cc(CNc2nn[nH]n2)ccc1OCC(=O)NC(C)(C)C
  -7	-6	-5	1	i	9	-3	-1	-5
Cc1ccc(N2CC(C(=O)NC3CC3)CC2=O)cc1Cl (configuration not stated)
  -2	16	5	4	i	-2	4	-3	15

Compounds from the list above containing a thiophene ring, fused or not:
Results follow in this order: MsrA act	SKN-1 inh	eLon inh	Rin1-Abl PPI inh	Neddylation inh	CendR NRP1 mod	FAS TE block	MT1-MMP act inh	PABP1 MLLE inh
CC(=O)c1cccc(N(CC(=O)NC2CCCC2)C(=O)CNC(=O)c2cccs2)c1
  -4	11	14	2	i	4	-4	3	-8
O=C(N/C(=C/c1ccc2c(c1)OCO2)C(=O)N1CCOCC1)c1cccs1
  -1	19	1	-3	i	-7	-7	-1	3

Of the compounds above, 2 contain fluorine:
Results follow in this order: MsrA act	SKN-1 inh	eLon inh	Rin1-Abl PPI inh	Neddylation inh	CendR NRP1 mod	FAS TE block	MT1-MMP act inh	PABP1 MLLE inh
CCc1nc2c(OCCOc3ccc(F)cc3)cccn2c1N(C)C(=O)c1ccc(OC)cc1
  -6	14	8	3	i	-36	-2	-5	6
COc1cc(/C=C/C(=O)OCC(=O)NCC(=O)Nc2cccc(C)c2C)ccc1OC(F)F
  -2	26	12	-1	i	-2	-3	-1	-9

(more compounds)
Results follow in this order: MsrA act	SKN-1 inh	eLon inh	Rin1-Abl PPI inh	Neddylation inh	CendR NRP1 mod	FAS TE block	MT1-MMP act inh	PABP1 MLLE inh
COc1ccc(CCN=Cc2ccccc2O)cc1OC
  0	7	10	1	i	2	-5	2	1
Cc1cc(-c2nn3c(C)nnc3s2)ccc1NC(=O)C(C)(C)C
  -2	-8	-2	0	i	-3	-7	4	-6
O=[N+]([O-])c1ccc(Oc2cccc3cccnc23)c(Cl)c1
  -11	22	-6	-1	i	4	12	2	-1
CC(=O)Oc1cccc(N2C(=O)c3ccccc3C2=O)c1
  5	-2	-1	2	i	7	-7	-3	-3
CC1=C(C(=O)N2CCOCC2)CC(CC(=O)NC2CC2)C(=O)N1Cc1ccc(F)cc1 (configuration not stated)
  -1	-11	-11	2	i	7	-5	0	2
COc1ccc(CNC(=O)C2CSC(c3ccc(OC)cc3)N2C(C)=O)cc1 (configuration not stated)
  -1	-6	-3	-3	i	4	-5	-1	15
C=CCc1cc(Cl)ccc1OCCOCCNC(C)(C)C
  -4	5	-9	1	i	0	-7	-1	-4
COC(=O)[C@H](CC(C)C)NC(=O)/C=C/[C@H]1O[C@@H](n2ccc(=O)[nH]c2=O)[C@H](O)[C@@H]1O
  2	-5	-9	4	i	15	-4	4	-11
O=C(COC(=O)CNC(=O)c1ccccc1F)Nc1cccc(S(=O)(=O)N2CCCCCC2)c1
  -6	-1	3	-2	i	-3	-5	3	-2
O=C1CCC(=O)N1CC(=O)N(c1ccccc1)c1ccccc1
  -2	-1	3	0	i	11	0	-2	12
COc1cc(NC(=O)CSc2ccc3c(c2)OCCO3)cc(OC)c1OC
  -4	32	-1	0	i	-5	-3	-1	-12
CCN(CCO)Cc1csc2cccc(Br)c12
  -3	18	2	1	i	-9	-12	3	-10
Cc1ccc(S(=O)(=O)N(CC(O)CN2C(=O)NC(C)(C)C2=O)c2cccc(C)c2)cc1 (configuration not stated)
  -5	-9	8	-1	i	0	-7	1	4
Cc1cc(C(=O)N[C@@H](c2ccccc2)[C@]2(C)C[C@H]2[C@@H](C)C(=O)Nc2ccc3ccccc3c2)no1
  -2	5	-10	3	i	22*	19	-5	2
O=C(/C=C/N1CCOCC1)c1coc2ccccc12
  -5	-19	-7	-4	i	-11	-12	-22	4
O=c1[nH]c(CN2CCCC2)nc2sc3c(c12)CCC3
  -7	6	-13	-1	i	-13	-6	-5	-37
Nc1ccc(-c2ccc(C(=O)O)s2)cn1
  -6	7	-1	-3	/	2	-10	0	4
O=C(c1cccc2nc3ccccc3nc12)N1CCOCC1
  -5	-11	10	-1	i	7	-5	-2	-8
Cc1cccc(NC(=O)CN2C(=O)NC(Cc3ccccc3)C2=O)c1 (configuration not stated)
  0	-26	-3	-1	i	8	-6	0	-19
Cc1ccc(C(=O)OCc2cc(=O)n3c(C)csc3n2)s1
  -12	-10	-4	1	i	-10	9	-4	6
c1ccc(-n2nnnc2-n2ccnc2)cc1
  -2	13	-13	3	i	13	-4	5	8
COc1ccc(C(=O)Nc2ccccc2C(=O)NC(Cc2ccc(O)cc2)C(=O)NNC(=O)c2ccccc2Cl)cc1 (configuration not stated)
  -4	-8	-7	-23	i	-7	-1	-4	10
CCCCC(=O)Nc1ccc(C(=O)NCCCn2ccnc2)cc1
  -3	-1	-5	2	i	-6	-7	0	-1
O=C1CC(N(CCc2ccccc2)C(=S)Nc2ccccc2)C(=O)N1c1ccc(F)cc1 (configuration not stated)
  -5	1	3	1	i	-2	12	3	9
CC(C)C(NC(=O)c1ccco1)C(=O)OCC(=O)NCCc1ccccc1 (configuration not stated)
  -8	-17	9	-3	i	6	-8	1	9
COc1ccccc1/C=C/C(=O)NCC(=O)N/N=C/c1ccccc1
  -11	-6	-3	-2	i	4	-8	4	16
Cc1c(CC(=O)NCCCC(=O)O)c(=O)oc2cc3oc4c(c3cc12)CCCC4
  -2	12	-1	0	/	-7	-8	4	7
O=C(COC(=O)/C=C/c1ccc([N+](=O)[O-])cc1)NCC1CCCO1 (configuration not stated)
  -15	-18	5	-5	i	7	-1	-6	-3
CCC(C)(O)c1cnc(CC(C)C)c(=O)n1O (configuration not stated)
  -2	15	-10	-2	i	-10	3	6	10
